Screens deposited in PubChem by National Center for Advancing Translational Sciences (NCATS).
GAA inhib = blocks human lysosomal alpha-glucosidase | P10253 | purified human GAA, 4-MU-alpha-glucoside fluorescence | Potency, µM (titrated, usually from 76.9 µM), for inactives: at the top dose activity change, negative = inhibition, most hits filed as inhibitors | 0.005% of 200,000 active | AID 1466;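 also: plate controls were uninhibited enzyme wells for no effect and no-enzyme background for full effect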
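Fluorescence at Ex 365/Em 440 nm from 4-methylumbelliferone reported enzyme activity after 20 min at room temperature. Reactions used 4 nM enzyme and 400 uM substrate at pH 5.0; curves fitted with the Hill equation.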
GAA glycogen mod = GAA glycogen-cleavage inhibition or activation; P10253; recombinant GAA, glycogen substrate, Amplex Red glucose oxidase fluorescence; Potency, µM (doses to about 76.4 µM), without a hit: at the highest dose activity change, negative = inhibition, hits mostly inhibitors; 0.38% of 300,000 active; AID 2100;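 also: 0% = full enzyme reaction and -100% = no-enzyme basal signal; the screen sought inhibitors and activators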
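qHTS, 1536-well; enzyme 4 nM final; cpd up to 77 uM; substrate bovine liver glycogen 30 ug; 50 mM citrate/phosphate pH 5.0, 0.01% Tween-20; 37 C, 40 min; Amplex Red detection 45 min RT; Hill fit → AC50.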
TRb SRC2 PPI = TRbeta-SRC2 interaction inhibition. TRbeta-SRC2 peptide binding, fluorescence polarization; receptor liganded with 1 µM T3. 0.065% of 280,000 active. AID 1469. P10828. Potency, µM (highest dose often 106 µM), for the others: top-dose activity change, negative = inhibition, hits mostly inhibitors;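 also: plate controls were bound peptide for no effect and peptide without receptor for full effect; nearly all actives have a fitted effect of over 50% in size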
Target sequence (P10828 whole entry, looked up): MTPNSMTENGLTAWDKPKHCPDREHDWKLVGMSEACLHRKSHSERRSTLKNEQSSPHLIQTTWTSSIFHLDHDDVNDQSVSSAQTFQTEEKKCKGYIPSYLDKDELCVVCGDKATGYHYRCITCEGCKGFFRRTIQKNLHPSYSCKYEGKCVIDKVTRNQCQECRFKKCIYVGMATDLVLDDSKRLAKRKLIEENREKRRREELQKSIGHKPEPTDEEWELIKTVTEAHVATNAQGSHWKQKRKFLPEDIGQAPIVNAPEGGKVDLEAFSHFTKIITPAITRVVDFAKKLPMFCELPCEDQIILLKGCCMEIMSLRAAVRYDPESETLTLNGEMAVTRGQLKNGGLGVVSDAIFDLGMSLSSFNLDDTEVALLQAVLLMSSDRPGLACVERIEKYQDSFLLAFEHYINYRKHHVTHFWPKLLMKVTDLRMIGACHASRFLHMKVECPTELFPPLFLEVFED
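Quantitative HTS by FP: 0.6 uM TRb LBD, 20 nM labeled SRC2 20-mer, 1 uM T3, 5% DMSO; 5 hr ambient incubation; % activity per concentration and potencies from concentration series.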
RECQ1 helicase = RECQ1 (human) helicase inhibition. Potency, µM (titrated, usually from 57.3 µM), inactives show at the top dose activity, negative = inhibition, actives largely listed as inhibitors. 0.54% of 240,000 active. RECQ1 DNA unwinding, red fluorescence kinetic read. P46063;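 also: plate controls were vehicle for no effect and no enzyme for full effect; nearly all actives have a fitted effect of over 30% in size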
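50 nM RECQ1T1 preincubated 15 min with compound in Tris pH 8.0 buffer with MgCl2, DTT, Tween-20 and 2.5 ug/ml poly(dI-dC); started with 200 nM TAMRA/BHQ-2 forked duplex and 2 mM ATP. Unwinding read as fluorescence (525/598 nm), two reads 2 h apart.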
aGlu spleen mod = inhibitors or activators of human alpha-glucosidase in spleen homogenate; P10253; human spleen homogenate, 4-MU-alpha-glucoside fluorescence; Potency, µM (top dose mostly 79.9 µM), for the others: at the top dose activity change, negative = inhibition, usual class: inhibitors; 0.006% of 240,000 active;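 also: 0% = enzyme with vehicle and -100% = no enzyme basal signal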
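Human spleen homogenate (1 ug) with 4-methylumbelliferyl-alpha-D-glucopyranoside (1 mM final) in 50 mM citrate/phosphate pH 5.0, 0.01% Tween-20; 40 min at 37 C. Stopped at pH 10; 4-MU fluorescence Ex 365/Em 440 nm; AC50 by Hill fit.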
TexasRed fluor = alters Texas Red total fluorescence, flagging assay interference; TRb/SRC2 Texas Red total fluorescence interference; Potency, µM (highest dose often 106 µM), for inactives: at the highest dose fluorescence change, negative = quenching; 0.29% of 280,000 active; AID 1479; active = well fitted curve in either direction with a large enough effect; inconclusive = small, poorly fitted or top-dose-only effect
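Human TRb ligand-binding domain at 0.6 uM with 20 nM Texas Red SRC2 peptide in Tris buffer containing 1 uM T3 and 5% DMSO, incubated with compound 5 h at ambient temperature. Total fluorescence (555/632 nm) calculated as parallel + 2 × perpendicular.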
RGS12 GoLoco inh = blocks human Gai1 binding to RGS12 GoLoco peptide, red readout. P63096. Gai1:RGS12 GoLoco peptide FP, rhodamine, 10 min. Potency, µM (series often up to 61.6 µM), without a hit: top-dose activity, negative = inhibition, most hits filed as inhibitors. 0.44% of 230,000 active. AID 880; active = well fitted inhibition curve with a large enough effect, not every such curve was filed as active; inactive = no such curve, though single readings can be large or run the other way; also: nearly all actives have a fitted effect of over 30% in size; many of its hits are not listed in these tables
Target sequence (P63096 whole entry, looked up): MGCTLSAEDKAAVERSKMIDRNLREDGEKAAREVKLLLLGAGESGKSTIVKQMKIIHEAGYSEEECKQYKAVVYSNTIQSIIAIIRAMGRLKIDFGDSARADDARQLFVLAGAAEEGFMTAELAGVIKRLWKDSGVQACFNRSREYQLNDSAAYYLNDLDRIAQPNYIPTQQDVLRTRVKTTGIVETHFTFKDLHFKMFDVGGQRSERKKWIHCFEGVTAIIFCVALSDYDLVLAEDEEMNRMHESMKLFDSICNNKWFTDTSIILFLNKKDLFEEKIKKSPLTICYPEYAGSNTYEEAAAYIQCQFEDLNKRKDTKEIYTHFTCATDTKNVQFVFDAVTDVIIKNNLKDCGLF
L3MBTL1 block = L3MBTL1 (human) inhibition | Potency, µM (highest dose often 57.1 µM), without a hit: at the highest dose activity, negative = inhibition, hits mostly inhibitors | AlphaScreen L3MBTL1–H3K9me1 peptide binding | 0.66% of 230,000 active; also: nearly all actives have a fitted effect of over 60% in size
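Read-out is AlphaScreen signal from streptavidin donor and nickel chelate acceptor beads (10 ug/mL final each) bridging L3MBTL1 (50 nM) and biotinylated K9-monomethylated H3(1-15) peptide (75 nM), after 30 min compound exposure at room temperature.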
Starred values were filed as active, the others as inactive; i = inactive; ? = inconclusive; / = no result given; [ ] = another dose, or the depositor's remark. Unless noted, calls follow the shape of the dose curve; as a rule, active = well fitted curve in the direction sought with a large enough effect; inconclusive = small, poorly fitted or top-dose-only effect, or another doubt; inactive = no such curve, though single readings can be large; an effect the other way counts as inactive or inconclusive. Unless noted, % is scaled to controls: 0 for no effect and ±100 for the full control effect; potency is read from the fitted curve at half-maximal effect. Not all compounds are listed; count on the stated rates, not on these rows.

canonical_smiles	GAA inhib	GAA glycogen mod	TRb SRC2 PPI	RECQ1 helicase	aGlu spleen mod	TexasRed fluor	RGS12 GoLoco inh	L3MBTL1 block
CCOC(=O)c1ccc(NC(=O)CCOc2ccc(OC)cc2)cc1	-10.8%	0.9%	-12.4%	-15.4%	2.4%	-0.8%	-7.7%	/
COCCn1c(C)cc(C(=O)COC(=O)c2ccccc2Br)c1C	-6.6%	6.1%	-3.0%	-5.7%	-6.8%	-3.4%	7.1%	/
Cc1[nH]c2ccccc2c1/C=C(\C#N)C(=O)NCc1ccccc1	-1.4%	2.7%	5.0%	-13.5%	-2.0%	-2.7%	67.0%[activator]	-1.1%
CCOc1ccc(NC(=O)C(C)Sc2nnnn2C)cc1 (centres undefined)	1.5%	-4.0%	-6.6%	-1.2%	3.0%	-0.6%	-3.0%	-0.6%[11.4 µM]
CCN(CC)S(=O)(=O)c1ccc(C)c(NS(=O)(=O)c2cc(/C=C/C(=O)O)cc(OC)c2OC)c1	-3.1%	4.4%	-2.6%	i	-4.6%	-1.3%	9.2%	-1.2%
Cn1c(C(=O)NC2CC2)cc2c(=O)n(C)c3ccccc3c21	-14.0%	-2.2%	-14.7%	-11.3%	-0.7%	0.6%	-9.1%	/
CCOC(=O)Cc1cnc(NC(=O)NC(C(=O)OCC)(c2ccccc2)C(F)(F)F)s1 (centres undefined)	-4.8%	0.1%	-4.3%	-2.8%	-16.9%	0.2%	3.8%	-1.8%[11.4 µM]
COc1ccc(-c2noc(C(=O)NCc3ccccc3Cl)n2)cc1OC	7.6%	-3.7%	-1.7%	-7.3%	-5.5%	-2.6%	11.4%	1.9%
CCOc1ccc(NC(=O)CCC(=O)NNC(=O)Nc2cccc(Cl)c2)cc1	12.2%	-0.8%	0.5%	i	-6.3%	0.6%	4.3%	2.2%
O=C(NC(Cc1c[nH]c2ccccc12)C(=O)Nc1ccc(F)cc1)c1cccs1 (centres undefined)	9.7%	-14.0%	8.1%	-0.7%	-16.7%	1.4%	12.5%	-0.3%
CCOC(=O)N1CCN(CCC(=O)Nc2ccc(Br)cc2)CC1	-5.0%	3.1%	0.5%	i	0.3%	-1.8%	-0.9%	/
CCOC(=O)CCCNC(=O)CN1C(=O)NC(CCc2ccccc2)C1=O (centres undefined)	-0.9%	2.8%	5.8%	-11.3%	-7.5%	-2.2%	7.2%	8.5%
CCc1ccc(C(=O)COC(=O)C(Cc2ccccc2)NC(=O)C2CCC(C)CC2)cc1 (centres undefined)	9.6%	4.6%	0.9%	-0.1%	0.8%	-3.1%	0.3%	-2.1%
CCOc1cc(NC(=O)c2cccs2)c(OCC)cc1NC(=O)c1ccco1	-2.5%	4.2%	1.2%	?	-1.1%	1.2%	10.2%	-4.8%
O=[N+]([O-])c1cc(F)c2cccnc2c1O	-11.0%	0.7%	-16.1%	?	-3.6%	?	-18.5%	12.6µM*
O=C(Nc1ccccc1N1CCN(C(=O)c2ccccc2)CC1)c1ccc(Cl)cc1	-6.2%	8.1%	-3.1%	-19.1%	3.4%	-5.9%	7.9%	-11.8%
Cn1cnc([N+](=O)[O-])c1Cl	/	5.7%	0.6%	-3.6%	-2.3%	-1.2%	10.0%	3.7%
O=C(C1=NN(c2ccccc2)C2C(=O)N(c3cccc(Cl)c3)C(=O)C12)c1ccccc1 (centres undefined)	-7.1%	5.0%	8.1%	-3.8%	-19.5%	-1.7%	2.3%	64.6%[activator]
Cc1ccc(S(=O)(=O)NCCCC(=O)O)cc1	14.1%	-7.6%	-0.3%	i	-1.9%	-5.7%	8.8%	7.7%
Cc1ccccc1CSc1nnc(-c2ccco2)n1Cc1ccco1	-1.1%	-7.3%	0.3%	-12.0%	-6.9%	1.1%	15.2%	-10.7%
COc1cc(NS(=O)(=O)c2ccc(NC(C)=O)cc2)ncn1	1.4%	7.6%	3.0%	-15.0%	-0.2%	-0.8%	15.6%	/
O=C(O)c1cccn2c(=O)c3ccccc3nc12	-1.7%	1.7%	-4.1%	-15.6%	-2.3%	-0.3%	-6.2%	3.3%
C#CC[N+](C)(C)CC#Cc1ccc(C)cc1	0.5%	-2.4%	-7.4%	-17.8%	/	0.8%	18.6%	29.0%
CCN(CC)C(=O)Cn1cc(S(=O)(=O)CC(=O)NC2CCCCC2)c2ccccc21	1.4%	-10.0%	-8.6%	-0.2%	-9.4%	-1.2%	-4.6%	-2.6%
Cc1cc(C)c(OCC(=O)Nc2cccc(NC(=O)c3ccco3)c2)c(Br)c1	?	-24.4%	2.2%	i	-0.4%	1.0%	6.6%	-4.3%
O=C(Cc1c(F)cccc1Cl)NCCN1CCOCC1	-6.5%	9.0%	0.6%	19.7%	-6.5%	0.9%	6.8%	-4.4%
CCC1=C2CC[C@H]3C(=O)N(c4ccccc4)C(=O)[C@H]3[C@H]2[C@@]2(Cc3ccccc3)C(=NCC3CC3)OC(=O)N2C1=O	/	/	-3.3%	-0.6%	-8.2%	-3.6%	-6.7%	/
Nc1cc(Cl)nc(N/N=C/c2ccccc2[N+](=O)[O-])n1	10.1%	-2.7%	2.3%	-4.2%	-18.5%	-4.5%	2.3%	2.8%
Cc1ccccc1-c1nnc(SCC(=O)Nc2ccc(Cl)cc2)n1N	-0.6%	-2.7%	5.6%	-9.7%	-4.7%	-1.3%	5.8%	-7.1%
Cc1ccccc1C(=O)/C(C#N)=N/Nc1c(C)n(C)n(-c2ccccc2)c1=O	?	4.8%	-2.9%	-4.2%	-11.8%	7.7%	-2.9%	-18.8%
CCOC(=O)c1sc(NC(=O)CSc2n[nH]c(-c3ccncc3)n2)c(C#N)c1C	-6.5%	5.2%	6.3%	-1.7%	-2.6%	1.9%	23.5%	/
COc1cc(NC2c3ccccc3C(=O)N2Cc2ccccc2Cl)cc(OC)c1 (centres undefined)	/	-3.0%	-6.3%	-2.5%	-3.1%	-0.7%	7.3%	-24.7%
COc1ccc(-c2noc(CCC(=O)NCc3cccnc3)n2)cc1	8.7%	8.2%	-13.1%	-9.9%	-7.2%	-2.1%	/	0.4%
COc1ccc2c(c1OC)C(=O)OC2CC(=O)O (centres undefined)	3.2%	-1.1%	0.0%	-3.7%	5.1%	-5.2%	5.6%	3.6%
COc1cc(SC)ccc1C(=O)N1CCN(Cc2ccccc2)CC1	?	19.8%	-2.4%[53 µM]	10.5%	4.6%	-2.0%[53 µM]	-7.7%	-3.4%
Cc1cc(C)c(S(=O)(=O)c2ccc(Cl)cc2C)c(Cl)n1	?	2.1%	-5.1%	-8.0%	/	-1.4%	13.4%	15.4%
S=c1[nH]nc(COc2cccc(Cl)c2)n1Cc1ccccc1	6.2%	-24.9%	2.4%	2.0%	-5.2%	-2.2%	9.1%	-9.2%
COc1cccc(C(=O)N2CCSC2=S)c1	0.2%	-10.4%	8.6%	14.0%	-4.8%	1.5%	9.6%	/
C(CNC1C2CC3CC(C2)CC1C3)CN1CCOCC1 (centres undefined)	/	-6.5%	-5.7%	-1.5%	0.6%	-0.7%	-4.4%	/
COc1ccccc1N(CC(=O)N/N=C(\C)c1cccc(Br)c1)S(C)(=O)=O	-1.8%	4.1%	1.4%	-2.1%	-1.9%	-2.1%	3.1%	2.9%
COc1ccc(C(=O)N/C=C/n2cnc3cc(C(F)(F)F)ccc32)cc1	/	4.6%	-7.0%	i	2.6%	-0.4%	-0.6%	/
C1CCc2nc3c(nc2C1)CCCC3	-24.2%	-4.4%	1.9%	-17.3%	-12.2%	-0.9%	-11.8%	2.2%
CCOc1cc(NC(=S)NCC2CCCO2)c(OCC)cc1NC(=O)c1ccc(F)cc1 (centres undefined)	?	25.3%	0.1%	20.0%	-4.7%	-4.1%	10.0%	4.1%
C=CCc1cc(Cl)ccc1OCCOCCNC(C)CC (centres undefined)	/	1.4%	-5.5%	i	5.6%	-0.3%	3.2%	8.5%
CCCC(=O)c1ccc(N2CCCCCC2)c(F)c1	-6.9%	3.2%	-2.9%	5.9%	-5.3%	-1.4%	0.4%	28.8%
CCOC(=O)C1CCCN(c2c(N3CCN(C)CC3)c(=O)c2=O)C1 (centres undefined)	-2.7%	27.5%	-3.5%	-3.5%	-2.2%	-5.4%	4.6%	/
COc1ccc(CCNC(=O)CSc2nc3[nH]ncc3c(=O)n2-c2cccc(C(F)(F)F)c2)cc1OC	-8.5%	-16.3%	0.9%	3.5%	-3.3%	0.3%	11.9%	/
Cc1ccc(NC(=O)/C(=C\C=C\c2ccccc2)NC(=O)c2ccccc2)cc1	?	4.2%	-19.9%	-0.5%	1.9%	-0.6%	-7.7%	-4.9%
Nc1nc2ccccc2n1C(=O)CCc1ccccc1	-22.1%	7.3%	0.7%	-8.7%	-8.5%	0.4%	2.7%	-9.3%[11.4 µM]
Cc1c(C(=O)N2CCOCC2)oc2ccc(S(=O)(=O)N3CCCCCC3)cc12	-2.8%	-6.3%	-5.9%	i	-1.7%	0.6%	2.7%	/
OCCNc1ncnc2ccc(Br)cc12	-1.2%	-7.0%	6.1%	-1.6%	-13.3%	-5.2%	/	2.4%
COc1ccc(CNC(=O)CCCN2C(=O)c3ccccc3C2=O)cc1	1.2%	-11.4%	10.5%	-16.0%	2.3%	-0.4%	3.6%	1.1%
